TDP1 block = inhibitors of human tyrosyl-DNA phosphodiesterase TDP1. Q9NUW8. recombinant TDP1, AlphaScreen DNA substrate cleavage. Potency, µM (series often up to 130 µM), for the others: at the highest dose activity change, negative = inhibition, most hits filed as inhibitors. hit rate 0.28% among 350,000. AID 485290; also: nearly all actives have a fitted effect of over 40% in size
Target sequence (Q9NUW8 whole entry, looked up): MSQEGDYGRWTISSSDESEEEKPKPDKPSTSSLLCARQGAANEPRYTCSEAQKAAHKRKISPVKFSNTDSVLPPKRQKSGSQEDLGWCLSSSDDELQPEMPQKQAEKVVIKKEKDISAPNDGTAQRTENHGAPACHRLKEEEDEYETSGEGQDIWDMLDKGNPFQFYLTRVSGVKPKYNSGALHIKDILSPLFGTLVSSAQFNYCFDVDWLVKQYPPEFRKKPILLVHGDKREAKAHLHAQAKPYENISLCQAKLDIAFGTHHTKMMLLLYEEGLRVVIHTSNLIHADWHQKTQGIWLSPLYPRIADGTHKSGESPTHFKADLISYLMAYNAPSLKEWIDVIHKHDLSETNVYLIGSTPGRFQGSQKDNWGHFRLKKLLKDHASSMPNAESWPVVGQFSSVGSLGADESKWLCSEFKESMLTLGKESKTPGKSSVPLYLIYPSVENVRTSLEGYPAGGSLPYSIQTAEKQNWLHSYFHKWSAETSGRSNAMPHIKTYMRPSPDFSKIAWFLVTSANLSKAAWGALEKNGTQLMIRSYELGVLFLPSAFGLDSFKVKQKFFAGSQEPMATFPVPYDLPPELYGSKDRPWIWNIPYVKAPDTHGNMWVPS
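Enzyme-compound mixtures sat 15 min at room temperature, followed by a 5 min reaction with 15 nM final substrate and 10 min with AlphaScreen beads. Recombinant human Tdp1 was used at 1 nM final.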
TDP1 cell noCPT = qHTS for Inhibitors of human tyrosyl-DNA phosphodiesterase 1 (TDP1): qHTS in cells in absence of CPT; Potency, µM (doses to about 46.2 µM), without a hit: top-dose activity change, negative = growth inhibition, actives largely listed as inhibitors; hit rate 15% among 420,000; DT40 Tdp1-/- hTDP1 cells, no CPT, ATP luminescence, 48 h; also: nearly all actives have a fitted effect of over 55% in size
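A cellular qHTS used chicken DT40 cells lacking endogenous Tdp1 but carrying stably transfected human TDP1. Compounds were applied without camptothecin, and cell growth kinetics were judged by ATP-dependent luminescence after ≥48 hr.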
N370S GC = inhibitors or activators of N370S glucocerebrosidase for Gaucher disease | N370S GC spleen homogenate, 4MU-glucoside fluorescence | Potency, µM (doses to about 59.4 µM), for the others: top-dose activity change, negative = inhibition, actives largely listed as inhibitors | hit rate 0.092% among 330,000 | AID 2101;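 also: 0% = full enzyme activity and -100% = no enzyme basal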
The depositor's hits bear a star; u = inconclusive; x = no result given; & = joins results of further samples; [ ] = another dose, or the depositor's remark. Calls follow the shape of the dose curve; as a rule, active = well fitted curve in the direction sought with a large enough effect; inconclusive = small, poorly fitted or top-dose-only effect, or another doubt; inactive = no such curve, though single readings can be large; an effect the other way counts as inactive or inconclusive. Unless noted, % is scaled to controls: 0 for no effect and ±100 for the full control effect; potency is read from the fitted curve at half-maximal effect. A portion of the library; count on the stated rates, not on these rows.

Preview (two entries):
SMILES	TDP1 block	TDP1 cell noCPT	N370S GC
Cc1nn(CCCC(=O)NCCc2ccc(Cl)cc2)c(=O)c2nn(-c3ccccc3)c(C)c12	1%&0%	u	u
CCn1cc(C(=O)O)c(=O)c2cnc(N3CCN(C(=S)Nc4ccccc4Cl)CC3)nc21	1%	u	1%

All compounds of this part, from the start:
SMILES	TDP1 block	TDP1 cell noCPT	N370S GC
Cc1nn(CCCC(=O)NCCc2ccc(Cl)cc2)c(=O)c2nn(-c3ccccc3)c(C)c12	1%&0%	u	u
CCn1cc(C(=O)O)c(=O)c2cnc(N3CCN(C(=S)Nc4ccccc4Cl)CC3)nc21	1%	u	1%
OC(CNCCc1ccc(Cl)cc1Cl)COc1ccccc1 (stereo not drawn)	x	u	-19%
O=c1c2cccc(Cl)c2nc2n1Cc1ccccc1-2	-5%	u	-7%
COc1cc(C(=O)OCC(=O)c2c[nH]c3ccccc23)ccc1OCC(=O)N1CCOCC1	6%	u	0%
CN(Cc1cccs1)C(=O)Cn1cnc2cc([N+](=O)[O-])ccc2c1=O	0%	-12%	-3%
N=C1S/C(=C\c2ccccc2F)C(=O)N1c1ccc(F)cc1	-2%	u	3%
Cc1ccccc1Cc1n[nH]c(=S)n1N	9%	-12%	-8%
Cc1ccc(C2CC(=O)Oc3cc(C)c(Cl)cc32)cc1 (stereo not drawn)	-2%	x	5%[89.1 µM]
Cc1ccc(-n2[nH]c(C)c(/C=N/c3ccccn3)c2=O)cc1	-2%	u	0%
O=C(N/N=C/c1ccc(Cl)cc1)c1nc2ccc([N+](=O)[O-])cc2c(=O)[nH]1	7%	u	-16%
Cc1[nH]c2ccccc2c1-c1csc(NC(=O)CN2CCOCC2)n1	5%	u	-7%
CCc1ccc(-n2c(=O)c3c4c(sc3n(Cc3cc(=O)n5c(C)cccc5n3)c2=O)CCC4)cc1	-2%	12µM*	x
O=C(NC12CC3CC(CC(C3)C1)C2)c1ccc(-c2ccc(Cl)cc2)o1	3%	18µM*	u
O=C(NCC(c1cccnc1)N1CCN(c2ccccc2F)CC1)OCc1ccccc1 (stereo not drawn)	2%	18µM*	-12%
CN(C)c1ccc(NC(=O)CN2CCC(C(=O)c3ccc(F)cc3)CC2)cc1	11%	-1%	0%
COc1cc(/C=C/C(=O)N(Cc2ccccc2)c2ccccn2)cc(OC)c1OC	3%	29µM*	17%
O=C(Cc1cccs1)Nc1nnc(SCc2ccc(C(F)(F)F)cc2)s1	1%	u	5%
Cc1ccc(S(=O)(=O)c2nc(C)oc2N2CCOCC2)cc1	0%	-4%	-5%
COc1ccc(CC(=O)N2CCC(CCC(=O)Nc3ccccc3)CC2)cc1	4%	u	6%
Cc1cccc(-n2c(-c3cccc([N+](=O)[O-])c3)nc3nc4ccccc4nc32)c1	2%	x	6%
COc1ccccc1Oc1ccc(S(=O)(=O)N2CCCCC2)cc1NC(=O)CCNC(C)=O	4%	-11%	-3%
O=C(COC(=O)C1(c2ccc(Cl)cc2)CCCC1)NCc1ccco1	0%	-25%	-11%
CCc1ccc(-c2cc(C)no2)cc1S(=O)(=O)Nc1ccc(Cl)cc1	3%	u	x
CC(=O)C1=C(c2ccccc2)NC(=O)NC1c1ccccc1 (stereo not drawn)	x	1%	-1%
COC(=O)c1cc(NC(=O)C2(S(=O)(=O)c3ccc(Cl)cc3)CC2)cc(C(=O)OC)c1	-3%	u	5%
CN(C)C(=O)c1ccc(-c2cncnc2Nc2ccc(F)cc2)cc1	x	8%	u
O=C(CSc1nc2ccccc2c(=O)n1NC(=O)Cc1ccccc1)NCCc1ccccc1	4%	-15%	17%
O=C(O)c1ccc(COc2ccc3ccccc3c2)o1	5%	-10%	2%
COc1ccccc1Oc1nc2c(C)cccn2c(=O)c1/C=C(\C#N)c1nc2ccccc2[nH]1	0%	-10%	x

In the list so far, five have fluorine:
SMILES	TDP1 block	TDP1 cell noCPT	N370S GC
N=C1S/C(=C\c2ccccc2F)C(=O)N1c1ccc(F)cc1	-2%	u	3%
O=C(NCC(c1cccnc1)N1CCN(c2ccccc2F)CC1)OCc1ccccc1 (stereo not drawn)	2%	18µM*	-12%
CN(C)c1ccc(NC(=O)CN2CCC(C(=O)c3ccc(F)cc3)CC2)cc1	11%	-1%	0%
O=C(Cc1cccs1)Nc1nnc(SCc2ccc(C(F)(F)F)cc2)s1	1%	u	5%
CN(C)C(=O)c1ccc(-c2cncnc2Nc2ccc(F)cc2)cc1	x	8%	u

(more compounds)
SMILES	TDP1 block	TDP1 cell noCPT	N370S GC
COc1ccc(N/C=C/C(=O)C(F)(F)F)cc1	3%	u	-3%
CCOc1ccc(NC(=O)Cn2c(=O)n(Cc3ccccc3)c(=O)c3sc4ccccc4c32)cc1	6%	9.2µM*	x
Cc1ccccc1N1CCN(c2ncnc3c2cnn3Cc2ccc(Cl)cc2)CC1	1%	13µM*	7%
COc1ccc(/C=N/OCC(=O)NCC(C)C)c(OC)c1	5%	-22%	-3%
CC(C)c1nc2n[nH]c(N)c2c2c1CCC2	0%	-8%	6%
CC(C)C(=O)Nc1ccc(C(=O)NNC(=O)CCc2ccccc2)cc1	-5%	2%	8%
CCCCCCCNC(=O)C1(CC2CC(c3cccc(Br)c3)=NO2)CCN(C(=O)C2(C)CC2)CC1 (stereo not drawn)	1%	16µM*	-7%
O=C1C(Cl)=C(N2CCOCC2)C(=O)N1CCc1ccccc1	1%	-25%	2%
O=C(COc1ccc(S(=O)(=O)NC2CCCCC2)cc1Cl)Nc1ccc2c(c1)OCO2	2%	u	x
Cc1cc(=O)oc2cc(OC(C)C(=O)O)c(Cl)cc12 (stereo not drawn)	2%	-8%	5%
CCOC(=O)c1[nH]c2ccc(F)cc2c1NC(=O)C1=COCCO1	2%	u	5%
Cc1ccccc1Cc1ccc(Cl)nn1	6%	3%	1%
CSCc1cc(N2CCOCC2)nc(SCc2ccc(Cl)c(Cl)c2)n1	9%	-16%	-4%
N#Cc1ccccc1S(=O)(=O)c1ccccc1C(=O)Nc1ccccc1	0%	-2%	13%
Cc1nc(C)c(-c2nnc(-c3ccccc3Cl)o2)cc1C(=O)NN	x	17%	-6%
CC(=O)Nc1ccc(NC(=O)CSc2nnc3c4ccccc4n(C)c3n2)cc1	5%	-24%	-11%
COc1ccc(OC)c(NC(=O)NCc2cccnc2)c1	5%	24%	-13%
Cc1cc(C(=O)C(C)Sc2cccc[n+]2[O-])c(C)n1-c1ccc(Cl)cc1 (stereo not drawn)	5%	2.9µM*	0%
COc1ccc(OC)c(S(=O)(=O)N2CCN(Cc3nc4ccc(C)cc4o3)CC2)c1	4%	-11%	x
COc1ccc(/C=C(\C#N)C(=O)NC(C)c2ccccc2)cc1O (stereo not drawn)	5%	u	-11%
CCn1c(C(=O)NCCc2ccc(OC)c(OC)c2)cc2sc(Cl)cc21	3%	12µM*	x
COC(=O)CC1COc2ccccc2N1C(=O)c1cc(OC)c(OC)c(OC)c1 (stereo not drawn)	x	-32%	-11%
CCC(Oc1ccccc1F)C(=O)Nc1cc(-c2ccccc2)no1 (stereo not drawn)	4%	u	x
C/C(=N\NC(=O)c1ccc(C)cc1)c1c(C)[nH]n(-c2ccccc2)c1=O	5%	4.1µM*	1%
CC(=O)c1cccc(N(C(=O)Cn2nnc3ccccc32)C(C(=O)NCC2CCCO2)c2ccc(N3CCOCC3)cc2)c1 (stereo not drawn)	0%	16%	1%
O=C(Cc1c(O)c2ccccc2[nH]c1=O)NCc1ccccc1	8%	-9%	-14%
Cc1cc(N2CCN(c3ccccc3)CC2)nc(N2CCOCC2)n1	x	u	1%
CCOC(=O)C1(C)NC(c2ccc(OC)cc2OC)C2C(=O)N(CC)C(=O)C21 (stereo not drawn)	2%	6%	-18%
CC(C)Cc1ccc(CN2CCCC(NC(=O)c3nn(C)c(=O)c4ccccc34)C2)cc1 (stereo not drawn)	8%	u	-24%
Cc1ccsc1/C=N/n1c(-c2ccco2)n[nH]c1=S	2%	-1%	5%
COc1ccc(Cl)cc1C(=O)NNC(=S)NC1CCCC1	5%	u	7%
CC(C)C[C@H](NC(=O)C1CCN(C(=O)[C@H](Cc2ccccc2)NC(=O)OC(C)(C)C)CC1)C(=O)O	x	35%[activator]	-10%
CCN(CC(=O)NCc1ccc(F)cc1)Cc1nc2cc(Cl)ccc2c(=O)[nH]1	4%	u	8%
O=C(NCCCN1CCOCC1)c1ccc2c(c1)N(Cc1cccc(Cl)c1)C(=O)CS2	2%	16µM*	-6%
CN(Cc1nc2ccccc2c(=O)[nH]1)C(=O)c1cccc(S(=O)(=O)N2CCCCCC2)c1	1%	-15%	x
CCOc1ccc(NC(=O)NCc2c(-n3cccc3)sc3c2CCCC3)cc1	11%	-15%	x
N#CCCn1c(=O)c(-c2cccc(C#N)c2)nc2cnc(Oc3cccc(Cl)c3)nc21	x	u	18%
CCCCC(=O)Nc1cnc(NC(=O)c2cccs2)cc1C	x	6%	0%
Cc1cc(OCCCSc2nc(-c3ccc(C(C)(C)C)cc3)nc3cc(=O)[nH]n23)ccc1Cl	5%	u	x
COc1ccc(S(=O)(=O)CCC(=O)O)cc1	0%	-12%	5%

The closing 7 records of the part above come first, to join the parts:
SMILES	TDP1 block	TDP1 cell noCPT	N370S GC
O=C(NCCCN1CCOCC1)c1ccc2c(c1)N(Cc1cccc(Cl)c1)C(=O)CS2	2%	16µM*	-6%
CN(Cc1nc2ccccc2c(=O)[nH]1)C(=O)c1cccc(S(=O)(=O)N2CCCCCC2)c1	1%	-15%	x
CCOc1ccc(NC(=O)NCc2c(-n3cccc3)sc3c2CCCC3)cc1	11%	-15%	x
N#CCCn1c(=O)c(-c2cccc(C#N)c2)nc2cnc(Oc3cccc(Cl)c3)nc21	x	u	18%
CCCCC(=O)Nc1cnc(NC(=O)c2cccs2)cc1C	x	6%	0%
Cc1cc(OCCCSc2nc(-c3ccc(C(C)(C)C)cc3)nc3cc(=O)[nH]n23)ccc1Cl	5%	u	x
COc1ccc(S(=O)(=O)CCC(=O)O)cc1	0%	-12%	5%
O=C(NCCc1ccccc1)c1cc(=O)c2ccccc2o1	-9%	u	9%
CN=c1scc(-c2cccs2)n1/N=C/c1ccc(O)c(O)c1O	8%	5.8µM*	-8%
CCCCCCNc1cc(C)oc(=O)c1C(C)=O	5%	u	7%
CCOC(=O)c1c(NC(=O)COC(=O)Cc2n[nH]c(=O)c3ccccc23)sc(C(=O)NC)c1C	-3%	u	x
CC(C)(C)C(=O)Nc1c(C(=O)N2CCN(c3ccc(F)cc3)CC2)oc2ccccc12	5%	15µM*	x
COc1ccc(NC(=O)CCC(=O)c2cccs2)cc1Cl	x	1%	2%
COc1cc2c(cc1OC)C1=NC(=O)CN1C(SCc1ccccc1C)=N2	6%	10µM*	4%
Cn1c(CSc2ncccn2)nnc1SCC(=O)N1CCCCC1	-3%	2%	-4%
CCOC(=O)/C=C1/N(C)c2ccccc2C1(C)C	-6%	3%	14%
Cc1ccc(N(CC(O)CN2CCOCC2)S(=O)(=O)c2ccc3ccccc3c2)cc1 (stereo not drawn)	1%	u	-27%
NS(=O)(=O)c1ccc(NC(=O)COC(=O)CN2C(=O)C3CC=CCC3C2=O)cc1 (stereo not drawn)	-6%	22%	x
COc1ccc(-c2nc3c(C#N)c[nH]n3c2NC2CCCCC2)c(OC)c1	6%	u	x
O=C(NCCC1CC1(Cl)Cl)Nc1ccccc1 (stereo not drawn)	1%	-23%	-11%
NS(=O)(=O)c1ccc(CNC(=O)NC2(c3ccccc3)CC2)cc1	3%	-11%	-1%
CC(=O)n1c(C=Nc2ccccc2)c(O)c2ccccc21	8%	u	-3%
COC(=O)c1ccc(NC(=S)NNC(=O)CC(C)C)cc1	-1%	-14%	8%
CN(C)c1ccc(N=c2sc3ccccc3n2C)cc1	15%	-30%	x
Fc1cccc(F)c1/C=C/c1ccc2ccccc2n1	x	u	13%
CC(C)C(=O)Nc1nc2c(ncn2[C@H]2CC(O)[C@@H](CO)O2)c(=O)[nH]1 (stereo partly drawn)	0%	13µM*	x
CN1CCN(C(=S)NC(=O)c2ccccc2Cl)CC1	6%	2%	-8%
O=C(CC1C(=O)NCCN1CC(c1ccccc1)c1ccccc1)NC1CC1 (stereo not drawn)	x	-5%	-4%
O=C1C(=O)c2ccc(-c3ccccc3)cc2-c2ccccc21	2%[56.1 µM]	2.6µM*	3%
CCCOC(=O)c1ccc(Oc2c(-c3ccc(OCC)cc3O)n[nH]c2C)cc1	-5%	18µM*	7%

Bioassay records from PubChem BioAssay.
